Compound activity as filed in PubChem.
p53ts 39C kill: kills p53ts cells at the nonpermissive temperature. H1299-p53A138V viability at 39C, ATP luminescence, 24 h. Potency, µM (titrated, usually from 46.1 µM), for the others: at the top dose activity change, negative = cell killing, hits mostly cytotoxic. 130,000 tested, 1.5% active; further: nearly all actives have a fitted effect of over 55% in size
p53ts 32C tox: cytotoxicity in p53ts cells at permissive temperature; H1299-p53A138V at 32C, ATP luminescence viability, 24 h; Potency, µM (titrated, usually from 46.1 µM), for inactives: at the highest dose activity change, negative = cytotoxicity, actives largely listed as cytotoxic; 130,000 tested, 0.93% active;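 further: 0% = DMSO and -100% = full killing by reference compound; nearly all actives have a fitted effect of over 55% in size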
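Viability by ATPlite luminescence after 24 h compound treatment (up to 46 uM) at the permissive 32C. Cells are H1299 carrying p53 A138V. Scale runs from DMSO basal to 100 uM tamoxifen as full kill; AC50 from Hill fits.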
IkB signaling: IkB pathway inhibition in ABC-DLBCL cells; ABC-DLBCL IkBa-CBG/CBR dual luciferase ratio, 4 h; response scale: scaled: untreated 0%, proteasome inhibitor 100%; Potency, µM (highest dose often 57.1 µM), for inactives: top-dose IkBa stabilization activation; 110,000 tested, 0.04% active; active means well fitted curve in the direction sought with a large enough effect in the signal ratio, not every such curve was filed as active; inconclusive means small, poorly fitted or top-dose-only effect, or a change in a side signal; the % refers to the signal ratio;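 further: the direction sought is a rising ratio; 0% = basal untreated cells and 100% = reference inhibitor full response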
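Curves were fitted separately to fusion (green), unfused (red) and ratio luminescence, then classed by r2, magnitude and activity. Cells: OCI-Ly3, 4 h compound plus doxycycline at 37C; 10 uM MG-132 defined full response.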
Peg3 imprint: inducers of genomic imprint erasure in mouse ES cells | 110,000 tested, 0.02% active | AID 1948 | Potency, µM (doses to about 60.7 µM), inactives show at the highest dose activity change, positive = activation, hits mostly activators | mouse ES Peg3-LacZ reporter, beta-gal luminescence, 40 h;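 further: 0% = negative control wells on the plate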
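Gelatin-coated wells received 300 freshly trypsinized female ES cells with a Peg3LacZ-Neo reporter on the maternal allele, then incubated 40 hours at 37C. BetaGlo was added for 5 minutes at room temperature before a single luminescence read.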
* marks the source's active call; other numbers are inactive results; [ ] = another dose, or the depositor's remark. Unless noted, the call rests on the fitted dose curve; in most records, active means well fitted curve in the direction sought with a large enough effect; inconclusive means small, poorly fitted or top-dose-only effect, or another doubt; inactive means no such curve, though single readings can be large; an effect the other way counts as inactive or inconclusive. Unless noted, on the % scale 0 is the no-effect control and ±100 the full control effect; potency means the concentration at half of the fitted maximal effect.

Cc1cc(Cl)ccc1N=Cc1c(O)n(C)c(=O)n(C)c1=O was read as p53ts 39C kill 8%, p53ts 32C tox 2%, IkB signaling -0.8% and Peg3 imprint 2%.
COc1cc(CO)cc(Br)c1OCc1cccnc1 was read as p53ts 39C kill -14%, p53ts 32C tox -13%, IkB signaling -0.8% and Peg3 imprint -16%.
For Cc1cc(Br)ccc1NC(=O)CCS(=O)(=O)c1cccc2nsnc12 the results were p53ts 39C kill 7%, p53ts 32C tox -4%, IkB signaling inconclusive and Peg3 imprint -13%[10.9 µM].
`O=C(NCCc1ccc(Cl)cc1)c1ccc2c(c1)N(Cc1ccccc1)C(=O)CS2` gave p53ts 39C kill -11%, p53ts 32C tox 10%, IkB signaling inconclusive and Peg3 imprint 7%[10.9 µM].
CCC(C)N(CCNC(=O)CC1Oc2ccccc2NC1=O)C1CCCCC1 (stereo unspecified) was read as p53ts 39C kill 4%, p53ts 32C tox -9%, IkB signaling inconclusive and Peg3 imprint -13%.
For Cc1ccc(F)cc1NC(=O)c1cccc2nccnc12 the results were p53ts 39C kill -3%, p53ts 32C tox -2%, IkB signaling -0.1% and Peg3 imprint 15%.
`COc1ccc(CNC(=O)c2ccc3c(c2)N=C(C)c2c(C)ccc(C)c2S3)cc1` gave p53ts 39C kill -20%, p53ts 32C tox 2%, IkB signaling -0.2% and Peg3 imprint -29%[10.9 µM].
For C[C@@H]1NC(=O)[C@@H](C)COC(=O)[C@H](C)NC(=O)[C@@H](C)COC1=O the results were p53ts 39C kill -1%[9.22 µM] and p53ts 32C tox -3%[9.22 µM].
Screening O=C(Cc1ccccc1)Nc1c(C(=O)N2CCN(c3ccc(F)cc3)CC2)oc2ccccc12 returned p53ts 39C kill -28%, p53ts 32C tox -7%, IkB signaling 3.1% and Peg3 imprint -5%[10.9 µM].
Screening CN(C)c1ccc(C(=O)NCc2ccc3c(c2)CCN3C(=O)c2ccc(Cl)cc2)cc1 returned p53ts 39C kill 5%, p53ts 32C tox 8%, IkB signaling inconclusive and Peg3 imprint -20%[10.9 µM].

4 entries from above, arranged by molar mass, falling.
Screening O=C(Cc1ccccc1)Nc1c(C(=O)N2CCN(c3ccc(F)cc3)CC2)oc2ccccc12 returned p53ts 39C kill -28%, p53ts 32C tox -7%, IkB signaling 3.1% and Peg3 imprint -5%[10.9 µM].
For Cc1cc(Br)ccc1NC(=O)CCS(=O)(=O)c1cccc2nsnc12 the results were p53ts 39C kill 7%, p53ts 32C tox -4%, IkB signaling inconclusive and Peg3 imprint -13%[10.9 µM].
`O=C(NCCc1ccc(Cl)cc1)c1ccc2c(c1)N(Cc1ccccc1)C(=O)CS2` gave p53ts 39C kill -11%, p53ts 32C tox 10%, IkB signaling inconclusive and Peg3 imprint 7%[10.9 µM].
`COc1ccc(CNC(=O)c2ccc3c(c2)N=C(C)c2c(C)ccc(C)c2S3)cc1` gave p53ts 39C kill -20%, p53ts 32C tox 2%, IkB signaling -0.2% and Peg3 imprint -29%[10.9 µM].

Carrying on:
`O=C(Cc1ccccc1)NCCc1csc2nc(-c3ccc(Cl)cc3)nn12` gave p53ts 39C kill -2%, p53ts 32C tox 0%, IkB signaling 0.5% and Peg3 imprint -12%[10.9 µM].
Screening CCOC(=O)CSc1ccc2nnc(-c3ccncc3)n2n1 returned p53ts 39C kill inconclusive, p53ts 32C tox inconclusive, IkB signaling 19% and Peg3 imprint -43%[inhibitor].
For CC(=O)N1CCN(c2nc3cc4c(cc3nc2NS(=O)(=O)c2ccccc2)OCCO4)CC1 the results were p53ts 39C kill 1%, p53ts 32C tox 2%, IkB signaling -0.8% and Peg3 imprint -16%.
Screening COC(=O)c1ccccc1NC(=O)Cn1c(=O)n(CCC(=O)NCc2ccc3c(c2)OCO3)c(=O)c2ccccc21 returned p53ts 39C kill 22%, p53ts 32C tox 9%, IkB signaling inconclusive and Peg3 imprint 15%[10.9 µM].
`CCOC(=O)CN1C(=O)C(O)(CC(=O)c2ccc3c(c2)CCCC3)c2ccccc21` (stereo unspecified) gave p53ts 39C kill 11% and p53ts 32C tox 0%.
`O=C(Nc1nnc(S(=O)(=O)N2CCCCC2)s1)c1ccc(F)cc1` gave p53ts 39C kill -26%, p53ts 32C tox -4%, IkB signaling -2.6% and Peg3 imprint -16%[10.9 µM].
For COc1cccc(C(=O)Cn2c(Br)nc3c2c(=O)n(C)c(=O)n3C)c1 the results were p53ts 39C kill -9%, p53ts 32C tox -3%, IkB signaling -0.4% and Peg3 imprint -11%.
For Cc1ccc2c(c1)c(CC(=O)Nc1ccc(C)c(F)c1)c(C(=O)O)n2C the results were p53ts 39C kill -16%, p53ts 32C tox inconclusive, IkB signaling inconclusive and Peg3 imprint -8%[10.9 µM].
For CCC1CN(C(=O)NCc2ccccc2)c2cc(C)ccc2O1 (stereo unspecified) the results were p53ts 39C kill -5%, p53ts 32C tox 17%, IkB signaling inconclusive and Peg3 imprint -10%[10.9 µM].
`Cc1cc(C)nc(NC(=O)c2cnc3sccn3c2=O)n1` gave p53ts 39C kill 14%, p53ts 32C tox -5%, IkB signaling 1.4% and Peg3 imprint -8%.
For O=C(Nc1ccc2nn(-c3ccc(Cl)cc3)nc2c1)c1cc2ccccc2o1 the results were p53ts 39C kill 7%, p53ts 32C tox 7%, IkB signaling 2.0% and Peg3 imprint -7%[10.9 µM].
CCCCN(C(=O)CNC(=O)c1ccco1)C(C(=O)NC1CCCCC1)c1ccc(OC)cc1OC (stereo unspecified) was read as p53ts 39C kill 7%, p53ts 32C tox 10%, IkB signaling 1.0% and Peg3 imprint -11%.
COC(=O)c1cc(S(=O)(=O)NCC2CCN(Cc3ccc(C)cc3)CC2)cn1C was read as p53ts 39C kill -19%, p53ts 32C tox 1%, IkB signaling -2.1% and Peg3 imprint -12%[10.9 µM].
For CN(C1CCCCC1)S(=O)(=O)c1ccc(-n2cnnn2)cc1 the results were p53ts 39C kill -16%, p53ts 32C tox -3%, IkB signaling 1.4% and Peg3 imprint -8%.
`C=CCOc1nc(N(C)C)nc(N(C)C)n1` gave p53ts 39C kill 7%, p53ts 32C tox 5%, IkB signaling -0.6% and Peg3 imprint -9%.
Screening CCOC(=O)N1CCN(Cc2nc3c(c(=O)n(C)c(=O)n3C)n2Cc2cccc(C)c2)CC1 returned p53ts 39C kill 11%, p53ts 32C tox 11%, IkB signaling -1.3% and Peg3 imprint -20%.
For CCOC(=O)c1c(C)oc2nc(C)nc(NCc3ccc(Cl)cc3)c12 the results were p53ts 39C kill -4%, p53ts 32C tox 7%, IkB signaling -4.4% and Peg3 imprint -4%[10.9 µM].
For COc1cccc(C(=O)NCC(c2ccc(N(C)C)cc2)N2CCCC2)c1OC (stereo unspecified) the results were p53ts 39C kill -11%, p53ts 32C tox -6%, IkB signaling -0.8% and Peg3 imprint -1%[10.9 µM].
`CCN(CC)CCNC(=O)c1c(O)c2cc(OC)c(OC)cc2[nH]c1=O` gave p53ts 39C kill 4%, p53ts 32C tox -12% and IkB signaling -2.0%.
`CCOc1ccc(-n2nc(C(=O)NCCOC)c3ccccc3c2=O)cc1` gave p53ts 39C kill -2%, p53ts 32C tox -5%, IkB signaling -1.1% and Peg3 imprint -10%.
CCOC(=O)c1[nH]c(C)c(CCC(=O)Nc2c(C)cc(C)cc2C)c1C was read as p53ts 39C kill 16%, p53ts 32C tox -6%, IkB signaling -2.0% and Peg3 imprint 9%[10.9 µM].
COc1ccc(CCNc2ncnc3c2c(-c2ccccc2)cn3-c2cccc(Cl)c2)cc1OC was read as p53ts 39C kill -5%, p53ts 32C tox 6%, IkB signaling inconclusive and Peg3 imprint -17%[10.9 µM].
For COc1ccc(-c2cc3n(n2)CCc2nc4ccccc4n2-3)cc1 the results were p53ts 39C kill 4%, p53ts 32C tox 3%, IkB signaling inconclusive and Peg3 imprint -9%.
Screening O=C(CN1CCCC1)Nc1ccc(Oc2ccc(NC(=O)CN3CCCC3)cc2)cc1 returned p53ts 39C kill -24%, p53ts 32C tox -16%, IkB signaling 0.3% and Peg3 imprint -2%.
`O=C1CC[C@H](N2C(=O)c3ccccc3C2=O)C(=O)N1` gave p53ts 39C kill 15%, p53ts 32C tox 10%, IkB signaling 0.4% and Peg3 imprint 5%.
Cc1ccc(CNC(=O)Cn2c(=O)n(-c3ccc(C)c(F)c3)c(=O)c3sc4ccccc4c32)cc1 was read as p53ts 39C kill 4%, p53ts 32C tox 9%, IkB signaling 0.8% and Peg3 imprint 8%[10.9 µM].
`Nc1c(-c2nc(-c3ccccc3)cs2)c2ccccn2c1C(=O)c1ccc2c(c1)OCO2` gave p53ts 39C kill inconclusive, p53ts 32C tox 0%, IkB signaling inconclusive and Peg3 imprint 19%[10.9 µM].
`Cc1ccc(S(=O)(=O)C2(C(=O)N3CCCCCC3)CC2)cc1` gave p53ts 39C kill -3%, p53ts 32C tox 0%, IkB signaling 14% and Peg3 imprint -9%.
NS(=O)(=O)c1ccc(CCNC(=O)c2cccnc2)cc1 was read as p53ts 39C kill 5%, p53ts 32C tox 2%, IkB signaling -1.8% and Peg3 imprint -4%.
COC(=O)c1ccc(Cl)c(NC(=O)CSc2ncn[nH]2)c1 was read as p53ts 39C kill 1%, p53ts 32C tox 20%, IkB signaling -4.4% and Peg3 imprint -11%.
Screening CCOc1ccc(-c2nnn(CC#N)n2)cc1OC returned p53ts 39C kill 95%[activator] and p53ts 32C tox 10%.
Screening O=S(=O)(Cc1ccccc1)NCc1ccccn1 returned p53ts 39C kill 10%, p53ts 32C tox 1%, IkB signaling -1.4% and Peg3 imprint 2%.
`COc1cccc(C2C(C(=O)Nc3ccc(Cl)cc3)=C(C)Nc3nc4ccccc4n32)c1OC` (stereo unspecified) gave p53ts 39C kill -9%, p53ts 32C tox 14%, IkB signaling inconclusive and Peg3 imprint 3%[10.9 µM].
Screening Cc1ccc2oc(-c3cccc(NC(=O)c4ccc(N5CCC(C)CC5)c([N+](=O)[O-])c4)c3)nc2c1 returned p53ts 39C kill 27%, p53ts 32C tox 0%, IkB signaling 0.1% and Peg3 imprint -13%[10.9 µM].
NC(N)=N[C@H](CCC(=O)O)C(=O)O was read as p53ts 39C kill 6%, p53ts 32C tox 13% and IkB signaling -1.5%.
`O=C(Nc1ccccc1N1CCOCC1)c1cccs1` gave p53ts 39C kill 11% and p53ts 32C tox 8%.
For COC(=O)C1=C(C(=O)c2ccccc2)C(c2ccc(O)c(OC)c2)n2nnnc2N1 (stereo unspecified) the results were p53ts 39C kill -1%, p53ts 32C tox -11%, IkB signaling -4.4% and Peg3 imprint -3%.
For NNC(=O)c1cnn(Cc2ccccc2)c1N the results were p53ts 39C kill 0% and p53ts 32C tox -2%.
For COC(=O)[C@@]1(Cc2ccc(OC)cc2)[C@H]2c3cc(C(=O)N4CCCC4)n(CCc4ccc(OC)c(Br)c4)c3C[C@H]2CN1C(=O)c1ccccc1 the results were p53ts 39C kill -15%, p53ts 32C tox 6% and Peg3 imprint -6%.
`CCNc1ncc2ncc(=O)n(C3CC3)c2n1` gave p53ts 39C kill -2%, p53ts 32C tox -4%, IkB signaling -0.7%[11.4 µM] and Peg3 imprint inconclusive.
O=C(CN1CC(c2ccccc2)CC1=O)Nc1ccc2c(c1)OCO2 (stereo unspecified) was read as p53ts 39C kill -3%, p53ts 32C tox 7%, IkB signaling -2.2% and Peg3 imprint 12%.
C#CC(C)(CC)NC(=O)c1cnn2c(C(F)F)cc(-c3ccccc3OC)nc12 (stereo unspecified) was read as p53ts 39C kill -19%, p53ts 32C tox 1%, IkB signaling -0.3% and Peg3 imprint -8%[10.9 µM].
CCCS(=O)(=O)c1nc(S(=O)(=O)c2ccc(C)cc2)c(NCc2ccccc2Cl)s1 was read as p53ts 39C kill 0%, p53ts 32C tox 0%, IkB signaling 1.0% and Peg3 imprint -7%[10.9 µM].
Screening CC(=O)c1ccc(N2CCN(S(=O)(=O)c3ccc4[nH]c5c(c4c3)CCCCC5)CC2)cc1 returned p53ts 39C kill 4%, p53ts 32C tox 0%, IkB signaling inconclusive and Peg3 imprint 21%[10.9 µM].
`CCOc1ccc(/C=C/c2nc3ccccc3n2S(=O)(=O)c2ccc(Br)cc2)cc1` gave p53ts 39C kill 7.9µM*, p53ts 32C tox 7.9µM*, IkB signaling inconclusive and Peg3 imprint -14%[10.9 µM].
`O=c1[nH]c(CN2CCN(Cc3ccc4c(c3)OCO4)CC2)nc2ccccc12` gave p53ts 39C kill 5%, p53ts 32C tox -5%, IkB signaling 0.9% and Peg3 imprint -19%.
